MC4R barr agon = MC4R agonists recruiting beta-arrestin, primary screen, cell-based, luminescence, agonist arm of biased-ligand search; Melanocortin receptor 4 (Homo sapiens), P32245; U2OS MC4R beta-arrestin complementation; percent of melanotan II response, DMSO zero; actives 0.98% (n = 360,000); AID 540308, 2011; activation, % at 8.9 µM;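 active = activation above a per-plate cutoff, the mean activation of sample wells on that plate plus 3 SD, cut at about 8% in these data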
Target sequence (P32245 whole entry, looked up): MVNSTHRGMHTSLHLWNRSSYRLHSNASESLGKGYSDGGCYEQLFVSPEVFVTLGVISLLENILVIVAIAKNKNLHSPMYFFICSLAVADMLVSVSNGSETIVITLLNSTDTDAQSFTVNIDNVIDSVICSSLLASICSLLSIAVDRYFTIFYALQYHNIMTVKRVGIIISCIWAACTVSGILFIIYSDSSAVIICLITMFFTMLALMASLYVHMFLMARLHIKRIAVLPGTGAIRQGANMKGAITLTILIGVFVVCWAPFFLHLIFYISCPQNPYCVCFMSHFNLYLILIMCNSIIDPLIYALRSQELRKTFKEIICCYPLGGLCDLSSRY
TLR9-MyD88 block = inhibitors of TLR9-MyD88 association in cells, primary screen, cell-based, CHO, BLA complementation, fluorescence | Toll-like receptor 9 (Homo sapiens) + Myeloid differentiation primary response protein … | CCF4 FRET ratio | inhibition, % at 4.98 µM | actives 0.21% (n = 340,000) | AID 504734, 2011;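 active = inhibition above the mean over all tested compounds plus 3 SD, cut at about 21% in these data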;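 note: 0% = DMSO only wells and 100% = clavulanate BLA inhibitor control wells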
MC4R antag cAMP = MC4R antagonists of cAMP signaling, primary screen, cell-based, TR-FRET, antagonist arm of biased-ligand search. Melanocortin receptor 4 (Homo sapiens), P32245. MC4R-expressing cells, MTII-stimulated cAMP, LANCE TR-FRET. inhibition, % at 6.5 µM. actives 0.48% (n = 360,000). AID 540295, 2011;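 active = inhibition above its plate's cutoff, the mean of tested wells on that plate plus 3 SD, cut at about 29% in these data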;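 note: 0% = Melanotan II alone and 100% = Melanotan II plus saturating MCL0020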
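System: U2OS-MC4R stable cell line; Technique: Eu-cAMP/anti-cAMP TR-FRET, emission 671 nm; Repeats: single well per compound; Also added: Melanotan II; Dosing: one concentration, 6.5 µM nominal; Schedule: 30-min compound, 1-h challenge, 1-h detection, room temperature.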
m5-HT2A agonist = mouse Htr2a agonists via beta-arrestin recruitment, primary screen, cell-based, luminescence. 5-hydroxytryptamine receptor 2A (Mus musculus), P35363. CHO-K1 mHTR2A beta-arrestin complementation; percent of 30 µM serotonin response. activation, % at 7.6 µM. actives 0.66% (n = 360,000);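 active = activation above a run cutoff, the mean activation of all tested compounds plus 3 SD, cut at about 14% in these data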;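 note: 0% = plate median of compound wells and 100% = 30 µM serotonin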
Target sequence (P35363 whole entry, looked up): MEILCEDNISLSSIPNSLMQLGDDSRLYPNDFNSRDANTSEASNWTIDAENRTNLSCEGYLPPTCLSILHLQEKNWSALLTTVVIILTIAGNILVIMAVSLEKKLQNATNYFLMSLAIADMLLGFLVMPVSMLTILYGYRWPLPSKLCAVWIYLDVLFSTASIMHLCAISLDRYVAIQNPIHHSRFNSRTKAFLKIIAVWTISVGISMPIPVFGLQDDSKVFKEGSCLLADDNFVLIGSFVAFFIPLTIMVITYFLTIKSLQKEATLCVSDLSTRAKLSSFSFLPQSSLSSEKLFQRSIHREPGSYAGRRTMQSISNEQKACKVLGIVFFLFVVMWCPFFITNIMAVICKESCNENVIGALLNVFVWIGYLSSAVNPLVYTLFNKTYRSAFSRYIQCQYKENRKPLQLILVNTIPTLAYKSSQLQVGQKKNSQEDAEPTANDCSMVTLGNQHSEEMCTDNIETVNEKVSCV
NCOA2 inhibitor = inhibition of GAL4-SRC2 driven luciferase reporter, primary screen, SRC2 inhibitor project, cell-based, luminescence. AID 651957, 2012. HEK293 GAL4-SRC2 luciferase reporter. actives 0.17% (n = 370,000). inhibition, % at 9 µM;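 active = inhibition above the mean inhibition of all tested compounds plus 3 SD, set per campaign, cut at about 52% in these data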;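 note: 0% = DMSO treated cells and 100% = cells given Gossypol at 36 µM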
Glyco luc inh = increase of ERlucT glycosylation luciferase signal, primary screen, N-linked glycosylation inhibitor project, D54 ERlucT cells, luminescence, set 2 | reporter increase, % at 12.5 µM | D54 ERlucT glycosylation luciferase reporter, 24 h; percent of 100 nM tunicamycin response | AID 588692, 2011 | actives 0.23% (n = 360,000);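 active = mean luciferase reporter signal, scaled so untreated is 0 and the glycosylation-blocking control 100, at or above a set limit in every replicate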;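 note: luciferase carries N-glycosylation sites so blocking glycosylation raises the light; 0% = median of neutral control wells and 100% = median of 100 nM tunicamycin wells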
Cardio protect = cardioprotection against H2O2-induced cell death, primary screen, uHTS, H9c2 cells, ATPLite luminescence; H9c2 cardiomyocytes, H2O2 injury protection, 2 h; protection from H2O2 cell death, % at 20 µM; actives 0.63% (n = 360,000); AID 588492, 2011;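 active = compounds giving at least 50% protection of heart cells from peroxide-induced death in the single-dose screen, raw or plate-pattern-corrected value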;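 note: 0% = DMSO wells with peroxide and 100% = DMSO wells without peroxide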
ABCB6 inh 2 = ABCB6 transporter inhibitors, primary screen, K562-ABCB6 cells, flow cytometry, MLPCN library. ATP-binding cassette sub-family B member 6 (Homo sapiens), Q9NP58. K562-ABCB6 porphyrin accumulation, 1 h; stronger effect = lower value. fluorescence ratio to DMSO, % at 10 µM. actives 0.19% (n = 360,000). AID 602162, 2011;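 active = fluorescence ratio to DMSO below 75%, the collection mean minus 3 SD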;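 note: signal is porphyrin accumulated inside mitochondria; 100% equals median channel fluorescence of DMSO control wells; lower ratio means ABCB6 inhibition with less porphyrin fluorescence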
NOD2-RIPK2 inh = NOD2-RIPK2 binding disruptors in cells, primary screen, fluorescence, CHO cells, BLA complementation; actives 0.38% (n = 360,000); AID 624267, 2012; inhibition, % at 4.98 µM; CCF4 ratio; Receptor-interacting serine/threonine-protein kinase 2 (Homo sapiens), O43353; in the data active = inhibition above about 21%;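 note: 0% = vehicle only and 100% = reference blocker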
ABHD5 PLIN5 PPI = ABHD5-PLIN5 interaction inhibitors, primary screen, cell lysate, split luciferase complementation, luminescence; Perilipin-5 (Homo sapiens) + 1-acylglycerol-3-phosphate O-acyltransferase ABHD5 (Homo …; Split G. princeps luciferase complementation, 4 h; inhibition, % at 4 µM; actives 0.78% (n = 360,000);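 active = inhibition above the mean inhibition across every tested compound plus 3 SD, cut at about 22% in these data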;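 note: 0% = DMSO only wells and the 100% control is not disclosed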
Starred values were filed as active, the others as inactive; · = not tested or not shown; & = joins results of further samples. An excerpt (hit frequency here may not be typical).

mol,MC4R barr agon,TLR9-MyD88 block,MC4R antag cAMP,m5-HT2A agonist,NCOA2 inhibitor,Glyco luc inh,Cardio protect,ABCB6 inh 2,NOD2-RIPK2 inh,ABHD5 PLIN5 PPI
C=CCN1c2ccccc2[C@]23C[C@@H](C(=O)OC)N(C(C)=O)C2=NC(C(=O)OC)=C(C(=O)OC)[C@H]13,1.3,-3.8,8.0,-5.2,-18.0,1.1,6.4,97.0,-1.2,-2.3
Cc1occc1C(=O)N/N=C/C(Br)=C\c1ccccc1,1.1,-8.3,6.3,2.0,-46.3,-8.6,-11.8,104.0,-2.1,18.2
COc1ccc(CCNC(=O)C(=O)NCC2OCCN2S(=O)(=O)c2ccc(OC)cc2)cc1 (configuration not stated),-1.6,-9.2,-3.0,-2.1,-47.2,-1.4,14.2,96.0,-4.9,2.3
Cn1c(=O)cc(NCCc2ccccc2)[nH]c1=O,0.1,3.5,0.7,7.1,-8.7,2.2,0.2,95.0,4.0,0.1
CC(C)(C)NC(=O)C(c1ccc(C#N)cc1)n1c(=O)c(-c2ccccc2)nc2ccccc21 (configuration not stated),·,·,·,6.4,-4.4,·,·,·,-3.9,2.7
Cc1ccc(OCC(=O)NNC(=O)CCC(=O)Nc2ccc(C)cc2C)cc1,0.8,2.2,-0.7,0.5,-5.4,1.0,3.0,104.0,-6.6,-4.0
COc1ccc(N2CCN(Cc3cc(=O)c(OCC(=O)Nc4ccccc4)co3)CC2)cc1,-2.7,-10.9,5.4,1.4,-36.3,1.1,-7.6,102.0,10.1,-0.8
CCC(C)N(C(=O)COC(=O)Cc1n[nH]c(=O)c2ccccc12)C1CCS(=O)(=O)C1 (configuration not stated),0.7,-0.1,-0.2,1.6,-11.7,-0.3,59.5*,91.0,-7.3,-1.8
CCN(CC)CCn1c2c(c(SCC(=O)Nc3ccc4c(c3)OCO4)nc1=O)CCC2,-3.1,-0.2,0.0,-4.5,-4.3,-3.0,-2.7,98.0,3.0,-7.7
CC(=O)N1N=C(c2cccc(NS(C)(=O)=O)c2)CC1c1cccs1 (configuration not stated),-1.6,8.6,-1.3,3.4,-11.8,1.3,11.2,108.0,-7.2,5.5
CCc1nc2ccc(C(=O)NCCCN3CCCC3=O)cn2c1N(C=O)CC,-1.3,·,6.0,3.9,2.2,1.2,4.4,100.0,-11.0,-3.9
Cn1cccc1C1CCCN1CC(=O)Nc1c(Cl)cc(Cl)cc1Cl (configuration not stated),-0.1,-10.2,7.6,-7.5,8.2,0.2,0.9,97.0,9.9,-6.2
COc1ccc(Cl)cc1C(=O)O/N=C(\N)c1ccccn1,-0.6,-0.5,-0.2,2.6,-44.1,0.8,12.2,97.0,-3.0,-1.8
O=C(Nc1ccc(Cl)cc1)Nc1nnc(SCc2ccccc2)s1,4.4,5.4,1.2,3.1,-34.3,0.1,-32.3,98.0,-4.6,-10.1
O=C(COC(=O)COc1ccccc1)NC1CCCC1,2.1,2.4,9.7,12.1,-16.2,2.1,7.4,99.0,3.9,-2.0
COc1ccc(C(=O)CN2C(=O)NC3(CCCCCC3)C2=O)cc1,0.9,2.0,-3.2,8.6,-20.4,0.9,4.8,95.0,-19.1,3.8
O=C1OC(c2ccc(Cl)cc2)=C/C1=C/c1cccnc1,-1.0,10.6,3.0,-2.9,-14.4,2.6,-2.9,99.0,9.1,-34.2
Cc1ccc(CC(=O)Nc2ccc(S(=O)(=O)Nc3ncccn3)cc2)cc1,-0.1,-3.4,5.7,-0.9,12.4,0.0,1.2,98.0,-4.4,6.2
COc1ccc(NC(=O)CN2C(=O)/C(=C3\SC(=S)N(CCC(=O)O)C3=O)c3ccccc32)cc1,0.2,5.6,-3.6,2.1,·,0.9,-1.2,96.0,-7.5,-2.8
C=C(C)Cn1c(SCC(=O)N/N=C/c2ccccc2OCC(=O)O)nnc1-c1ccc(Br)cc1,-0.9,7.6,15.4,2.9,12.5,0.6,10.2,101.0,-2.9,-3.1
Cc1c(Cl)c(C(=O)NC2C3CC4CC(C3)CC2C4)nn1C (configuration not stated),-1.0,-6.0,10.4,2.7,-8.2,-4.2,7.4,105.0,5.6,-1.5
CCCCOC(=O)c1ccc(NC(=O)C(=O)NCc2ccncc2)cc1,-1.0,-11.0,12.1,2.4,9.6,-1.6,0.6,96.0,-9.8,1.3
Cc1cccc(N(Cc2ccccc2)C(=O)c2cc(S(=O)(=O)N3CCOCC3)ccc2F)c1,-2.1,-9.8,23.8,-4.3,0.8,-5.1,-0.2,102.0,8.4,-7.3
CCc1ccc(S(=O)(=O)NCC2(N3CCOCC3)CCCCC2)cc1,-2.2,11.6,12.0,-0.9,-21.4,-3.6,-2.0,103.0,-7.2,3.0
COc1ccc(CCNC(=O)COc2ccc(S(=O)(=O)NC(C)C)cc2Cl)cc1OC,-0.3,0.1,5.4,0.6,·,1.9,6.3,103.0,-0.5,-2.8
N#CCSc1nnc(-c2c[nH]c3ccccc23)o1,-3.7,5.5,-3.6,-9.7,-20.8,-1.8,-1.4,97.0,-1.2,-2.2
CCOC(=O)c1cc2c(N)c(C(=O)c3cc(C#N)c(SC)nc3C)sc2nc1C,0.4,5.4,-3.2,-0.7,26.1,-3.4,-11.2,72.0*,-2.5,-1.9
C=CCn1c(-c2ccc(Cl)cc2)ccc(C#N)c1=O,3.8,2.1,-3.5,1.3,-15.7,-1.4,-10.0,102.0,-9.0,-5.2
CCOc1ncccc1C(=O)OCC(=O)N1CCN(S(=O)(=O)c2ccccc2)CC1,0.9,4.5,9.0,1.4,5.4,-0.1,7.2,96.0,-3.7,2.0
CCOc1ccccc1NC(=O)COc1coc(CN2CCc3ccccc3C2)cc1=O,-0.2,6.0,5.5,12.8,16.4,-1.1,-0.4,99.0,-2.8,1.5
O=C(COc1ccc2c(-c3ccccc3)cc(=O)oc2c1)NCC(O)c1ccccc1 (configuration not stated),-0.1,3.5,0.2,1.9,12.3,0.6,0.6,95.0,-4.9,4.8
Cc1ccc(NC(=O)c2cc(C)no2)cc1,-0.3,5.3,-3.2,10.1,-79.5,-0.2,-5.4,98.0,-0.1,-2.9
COc1ccc(C(=O)N/C(=C\c2ccc3c(c2)OCO3)C(=O)Nc2ccc(C(=O)O)cc2)cc1,-2.1,-16.7,-6.3,5.5,-9.7,1.1,1.1,92.0,-1.8,7.4
NS(=O)(=O)c1ccc(CCNC(=O)COC(=O)C2CCCN2C(=O)c2cccs2)cc1 (configuration not stated),-0.8,-3.7,-1.7,10.7,-30.1,1.0,-10.7,100.0,8.1,-5.9
CC(=O)c1ccc(NC(=S)Nc2ccc3cn[nH]c3c2)cc1,-1.7,5.2,20.2,3.8,-10.2,-1.1,5.7,99.0,11.5,-9.4
COC(=O)[C@@H](NC(=O)c1ccc2c(c1)S(=O)(=O)c1ccccc1C2=O)C(C)C,-2.3,2.2,-5.3,-2.1,-13.3,-0.5,5.1,98.0,-5.9,-2.7
O=C(CN1CCN(c2ncc(C(F)(F)F)cc2Cl)CC1)NC(=O)NCc1ccccc1,1.5,1.7,5.0,3.2,19.3,-3.7,-2.5,91.0,-10.6,3.0
Cc1nn(Cc2ccccc2)c(Cl)c1C(=O)NC(C)(C)C,0.1,-12.5,5.6,3.1,-5.8,1.6,1.7,101.0,-13.7,-3.2
CC1CCCN(C2=C(NS(=O)(=O)c3ccc(Cl)cc3)C(=O)c3ccccc3C2=O)C1 (configuration not stated),1.6,3.7,-11.2,1.6,-31.6,0.9,-25.0,102.0,-6.4,-21.2
COC(=O)c1cc(OC)c(OC)cc1NC(=S)N1CCN(c2ccccc2)CC1,-3.1,-1.3,3.0,-1.4,1.4,2.3,8.5,127.0,5.4,5.2
Cc1c(C(=O)O)nn(-c2cccc(C(F)(F)F)c2)c(=O)c1C#N,0.0,7.6,8.2,2.1,-0.9,1.9,0.3,103.0,1.7,-2.3
COc1cc(NC(=O)c2nccn2C)cc(C(=O)Nc2cccc(C(F)(F)F)c2)c1,3.5&2.5,3.0&3.4,6.8&4.5,-2.6&4.3,10.0&-11.6,3.4&2.1,-9.4&-2.2,92.0&87.0,2.0&-17.7,8.8&1.6
Cc1cccc(NC(=O)c2c(C)nc3ccccn23)c1,1.0,-6.3,9.1,5.4,-44.3,1.6,-0.2,99.0,0.9,-0.6
